TMEM16A inh: blocks the mouse calcium-activated chloride channel TMEM16A; Q8BHY3; AID 588511; HEK293 TMEM16A/YFP iodide influx fluorescence, ionomycin; normalized B-score (activity score, 25-100; higher = stronger inhibition) at 10 µM; actives 1.2% (n = 310,000);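 active = ratio plate-corrected score three or more library SD toward inhibition, starting fluorescence score within five deviations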;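 note: score derived from kinetic fluorescence span divided by baseline fluorescence per well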
Target sequence (Q8BHY3 whole entry, looked up): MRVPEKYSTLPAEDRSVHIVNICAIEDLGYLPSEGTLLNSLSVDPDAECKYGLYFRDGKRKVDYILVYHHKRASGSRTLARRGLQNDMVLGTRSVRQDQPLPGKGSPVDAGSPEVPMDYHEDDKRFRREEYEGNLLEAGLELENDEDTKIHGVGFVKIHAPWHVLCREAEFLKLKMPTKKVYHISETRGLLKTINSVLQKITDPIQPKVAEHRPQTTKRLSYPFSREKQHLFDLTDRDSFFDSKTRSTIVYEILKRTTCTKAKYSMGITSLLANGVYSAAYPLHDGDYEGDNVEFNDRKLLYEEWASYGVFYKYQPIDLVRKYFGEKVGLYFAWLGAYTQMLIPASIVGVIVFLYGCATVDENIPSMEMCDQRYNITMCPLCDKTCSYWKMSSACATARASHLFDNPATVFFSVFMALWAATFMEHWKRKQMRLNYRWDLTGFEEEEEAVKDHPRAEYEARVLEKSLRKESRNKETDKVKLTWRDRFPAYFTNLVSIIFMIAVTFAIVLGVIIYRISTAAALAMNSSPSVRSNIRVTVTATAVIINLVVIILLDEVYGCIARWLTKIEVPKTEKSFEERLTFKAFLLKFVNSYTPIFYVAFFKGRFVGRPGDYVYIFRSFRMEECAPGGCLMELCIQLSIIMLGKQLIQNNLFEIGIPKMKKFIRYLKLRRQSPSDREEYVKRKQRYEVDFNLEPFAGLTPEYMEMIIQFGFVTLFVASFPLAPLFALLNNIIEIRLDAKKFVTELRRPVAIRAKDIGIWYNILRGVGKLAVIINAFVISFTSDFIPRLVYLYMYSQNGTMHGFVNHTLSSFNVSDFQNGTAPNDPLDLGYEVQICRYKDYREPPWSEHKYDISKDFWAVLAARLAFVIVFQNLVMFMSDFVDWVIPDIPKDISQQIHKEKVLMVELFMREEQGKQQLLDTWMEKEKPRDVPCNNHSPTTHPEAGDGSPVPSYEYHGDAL
TRPC6 activator: mouse TRPC6 channel activation; Q61143; HEK293-TRPC6 membrane potential dye fluorescence; stronger effect = higher value; B-score at 10 µM; actives 0.13% (n = 310,000); AID 2550;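 active = B-score of the integrated fluorescence ratio above library mean plus 3 SD, and starting fluorescence ratio within library mean plus 5 SD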;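 note: higher score means more depolarization so channel activation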
SKKanGAS inh: inhibitors of SKKanGAS S. pyogenes growth in kanamycin (SK-promoter or general growth effect); BacTiter-Glo, 6 h; inhibition, % at 7.5 µM; actives 1.3% (n = 300,000); AID 1662;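 active = mean replicate score, as percent of positive control median, at least 50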;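 note: strain carries kanamycin resistance gene driven by streptokinase promoter and grows in 40 µg/ml kanamycin; loss of luminescence reflects streptokinase promoter inhibition or plain growth inhibition; 0% = median of DMSO wells and 100% = positive control at its reference dose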
TMEM16A act: mouse TMEM16A channel activation, primary screen; HEK293 TMEM16A/YFP-H148Q/I152L, iodide quench fluorescence; stronger effect = lower value; Q8BHY3; actives 0.3% (n = 340,000); B-score at 10 µM;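 active = fluorescence-ratio B-score plate-corrected deviation score at least 3 library SD below zero, with starting fluorescence score within 5 deviations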;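 note: channel opened by trigger with iodide after compound preincubation; score built on the fluorescence ratio of max minus min over baseline; more negative score means more quench and so TMEM16A activation or potentiation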
TRPC4 inh: inhibitors of mouse TRPC4 channel; actives 0.39% (n = 300,000); HEK293 TRPC4beta/mu-opioid, DAMGO-evoked Fluo4 calcium flux; stronger effect = lower value; B-score at 10 µM;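 active = B-score over 3 SD under the library average, no early fluorescence shift, positive overall ratio signal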
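Assay system – HEK293 line stably carrying TRPC4beta and mu-opioid receptor · Doses – single dose · Detection – Fluo4 calcium-dye fluorescence, kinetic read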
MrgX1 antag: human MrgX1 receptor antagonism, primary screen | Q96LB2 | MRGX1-HEK293 calcium flux, Fluo-4, BAM8-22 antagonism; stronger effect = lower value | B-score at 10 µM | actives 1.3% (n = 310,000);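 active = calcium-response B-score plate-corrected more than 3 library SD below zero, starting fluorescence within 5 deviations, no agonist response on first addition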;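 note: peak minus trough fluorescence over baseline after final BAM8-22 challenge near maximal dose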
TRPC6 inhibitor: inhibitors of mouse TRPC6 channel; HEK293-TRPC6, membrane potential dye, ACh-evoked depolarization; stronger effect = lower value; B-score at 10 µM; actives 1.1% (n = 310,000);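 active = B-score under library mean minus 3 SD, initial fluorescence not abnormally high, positive integrated signal ratio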;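 note: B-score derived from integrated fluorescence ratio over the kinetic read; more negative B-score means stronger inhibition of depolarization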
MrgX1 allo act: allosterically activates human MrgX1 receptor signaling; Q96LB2; MrgX1-HEK293, Fluo-4 calcium flux, FDSS; stronger effect = higher value; B-score at 10 µM; actives 0.63% (n = 310,000);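 active = plate-corrected calcium response at least 3 library SD above typical, normal starting fluorescence, not activating the receptor alone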;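 note: compound read alongside a low EC10 to EC30 dose of BAM8-22 agonist; peak minus trough fluorescence over baseline measured at the second addition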
MrgX1 ag: human MrgX1 receptor agonism, primary screen; actives 0.44% (n = 310,000); MrgX1-HEK293 cells, Fluo-4 calcium fluorescence, agonist mode; stronger effect = higher value; B-score at 10 µM; Q96LB2;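 active = calcium response B-score plate-corrected fluorescence ratio at least 3 library SD, with starting fluorescence B-score inside 5 SD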
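Test system: Stable human MrgX1 HEK293 cell line | Schedule: Overnight plating before 1 h dye loading | Read-out basis: Baseline-normalised fluorescence change ratio, B-scored | Detection: Kinetic calcium dye fluorescence, Fluo-4 NW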
TRPC4 PAM: allosteric potentiators of mouse TRPC4 channel. Q9QUQ5. HEK293 TRPC4beta/mu-opioid, DAMGO EC20, Fluo-4 Ca2+ flux; stronger effect = higher value. B-score at 10 µM. actives 0.42% (n = 310,000). AID 2227;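 active = B-score of calcium response area above 5 SD of library B-scores, with initial fluorescence ratio within 5 SD of library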;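 note: B-score of integrated fluorescence ratio over time as area under calcium response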
TRPC4 act: TRPC4 (mouse) channel activation; Q9QUQ5; HEK293 TRPC4beta/mu-opioid, Fluo4 calcium fluorescence; stronger effect = higher value; B-score at 10 µM; actives 0.49% (n = 310,000); AID 2237;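 active = B-score above 5 SD of library B-scores, and initial fluorescence ratio not above library mean plus 5 SD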;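 note: positive B-score marks a calcium rise read as TRPC4 activation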
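System: HEK293 cells stably co-expressing mouse TRPC4beta and mu-opioid receptor; Schedule: Fluo4 dye loading 45 min at room temperature, 110 s recording; Detection: Fluo4 fluorescence, kinetic; Evaluation: B-scored integrated calcium fluorescence ratio; Controls: buffer (low) and maximal DAMGO (high).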
* = called active by the depositor; i = inactive; / = no result given. The order is random; about 6.7% have a hit in one of these screens.

SMILES	TMEM16A inh	TRPC6 activator	SKKanGAS inh	TMEM16A act	TRPC4 inh	MrgX1 antag	TRPC6 inhibitor	MrgX1 allo act	MrgX1 ag	TRPC4 PAM	TRPC4 act
O=C(Oc1ccnc2cc(Cl)ccc12)N1CCOCC1	i	i	-1.2	i	i	i	i	i	i	i	i
O=C(COc1ccccc1F)Nc1nnc(-c2ccncc2)s1	i	i	0.7	i	i	i	i	i	i	i	i
O=S(=O)(NC(=NCCc1ccc(Cl)cc1)c1ccccc1Cl)c1cccs1	i	i	-7.3	i	i	i	i	i	i	i	i
Cc1ccc(NC(=O)C2Oc3ccccc3OC2C)cc1 (stereo not given)	i	i	4.9	i	i	i	i	i	i	i	i
O=C(CSc1nnc(COc2ccccc2)o1)N1CCN(c2ccccc2)CC1	i	i	-2.8	i	i	i	i	i	i	i	i
CC(C)=CCc1cc(-c2oc3cc(O)cc(O)c3c(=O)c2O)ccc1O	i	i	30.8	i	i	i	i	i	i	i	i
CN(Cc1ccco1)C(=O)c1cc2c(s1)-c1ccc(Cl)cc1S(=O)(=O)C2	i	i	0.8	i	i	i	i	i	i	i	i
O=C(O)c1ccccc1-c1nnc2c(Cl)cc(C(F)(F)F)cn12	i	i	6.2	i	i	i	i	i	i	i	i
CC(C)Cn1c(-c2ccco2)csc1=Nc1cccnc1	i	i	6.9	i	i	i	i	i	i	i	i
N=c1c(S(=O)(=O)c2ccc(Br)cc2)cc2c(=O)n3ccccc3nc2n1C1CCCCC1	i	i	14.2	i	i	i	i	i	i	i	i
Cc1csc(NC(=O)Cc2ccc(F)cc2)n1	i	i	8.6	i	i	i	i	i	i	i	i
O=C(OCC(=O)N1CCCc2ccccc21)c1ccc(Cl)nc1	i	i	0.7	i	i	i	i	i	i	i	i
C=CC[N+]1(CC=C)CCOCC1	i	i	4.2	i	i	i	i	i	i	i	i
Cc1ccc(/C=N/N2CCN(c3ccccn3)CC2)cc1	i	i	19.3	i	i	i	i	i	i	i	i
COc1ccc(OC)c(C(=O)c2coc3ccc(OC(C)=O)cc23)c1	i	i	1.9	i	i	i	i	i	i	i	i
Cn1c(N)c(C(=O)COC(=O)C2CCCC2)c(=O)n(C)c1=O	i	i	-1.8	i	i	i	i	i	i	i	i
N#Cc1ccc(Cl)cc1NC(=O)COC(=O)c1ccc2c(c1)OCCO2	i	i	7.3	i	i	i	i	i	i	i	i
CC(Sc1nc2nn(-c3ccccc3)c(=O)c-2c2n1CCCCC2)C(N)=O (stereo not given)	i	i	9.7	i	i	i	i	i	i	i	i
CC1CC(C)(C)NC(=S)N1CC(=O)N1CCN(Cc2ccccc2)CC1 (stereo not given)	i	i	1.3	i	i	i	i	i	i	i	i
COc1cc(C(=O)NNC(=S)NC(=O)/C=C/c2ccccc2)cc(OC)c1OC	i	i	93.2*	i	i	i	i	i	i	i	i
COc1ccc(C(=O)NNC(=S)Nc2ccccc2)cc1	i	i	0.2	i	i	i	i	i	i	i	i
O=C(NCCC1=CCCCC1)C1CCN(S(=O)(=O)c2cnc[nH]2)CC1	i	i	3.4	i	i	i	i	i	i	i	i
CCCNC(=O)COC(=O)c1ccc(Cl)c(S(=O)(=O)N2CCCC2)c1	i	i	5.5	i	i	i	i	i	i	i	i
O=C(CN1C(=O)S/C(=C\c2ccc(Cl)cc2)C1=O)NNC(=O)c1ccccc1O	i	i	0.6	i	i	i	i	i	i	i	i
O=C(NCCCn1cccn1)C1CCC(=O)N(CCc2ccccc2)C1 (stereo not given)	i	i	-0.2	i	i	i	i	i	i	i	i
Carrying on:
SMILES	TMEM16A inh	TRPC6 activator	SKKanGAS inh	TMEM16A act	TRPC4 inh	MrgX1 antag	TRPC6 inhibitor	MrgX1 allo act	MrgX1 ag	TRPC4 PAM	TRPC4 act
C/C(CC(=O)Nc1cccnc1)=N/NC(=O)COc1ccc(Cl)cc1Br	i	i	-0.1	i	i	i	i	i	i	i	i
Cc1ccc(-c2c(C(=O)Nc3ccccc3C)c(C)[nH]c(=S)c2C#N)o1	i	i	-16.2	i	i	i	i	i	i	i	i
Cc1c(C(=O)OCC2CCCO2)[nH]c2c1C(=O)CC(c1ccc(N(C)C)cc1)C2 (stereo not given)	i	i	11.5	i	i	i	i	i	i	i	i
CCn1nc(C)c(/C=N/NC(=O)Cn2nnc(N)n2)c1C	i	i	-0.9	i	i	i	i	i	i	i	i
COC(=O)c1cc(OC)c(OC)cc1NC(=O)CCc1ccc(C)o1	i	i	-0.9	i	i	i	i	i	i	i	i
Cc1cc(/C(N)=N/OC(=O)c2cccc(Cl)c2)no1	i	i	-6.8	i	i	i	i	i	i	i	i
COc1cc(Cl)c(C)cc1NC(=O)[C@@H]1CCCN1C(=O)c1cccs1	i	i	1.3	i	i	i	i	i	i	i	i
CCOc1ccc(NS(=O)(=O)c2ccc(C(=O)NCC(c3ccc(OC)cc3)N3CCCC3)cc2)cc1 (stereo not given)	i	i	-7.2	i	i	i	i	i	i	i	i
CCCCc1nc(SCCN2CCOCC2)c2c(=O)n(C)c(=O)n(C)c2n1	i	i	-2.9	i	i	i	i	i	i	i	i
CC(=O)Nc1ccc2c(c1)N(C(=O)CN(C)C)c1ccccc1CC2	i	i	-7.6	i	i	i	i	i	i	i	i
CCOC(=O)C(=O)/C(=C\N(C)C)c1onc(-c2ccccc2Cl)c1C(=O)OC	i	i	-0.5	i	i	i	i	i	i	i	i
Cc1nc(N)sc1N=Nc1ccccc1C(F)(F)F	i	i	7.3	i	i	i	i	i	i	i	i
Oc1ccc(Nc2nc(NCC3CCCO3)c3ccccc3n2)cc1 (stereo not given)	/	i	-4.6	i	i	/	-6.5*	/	/	i	i
CC(=O)C1=C(c2ccccc2)NC(=S)NC1c1ccc(O)c(O)c1 (stereo not given)	i	i	/	i	i	i	i	i	i	i	i
CN1CCN(c2nnc(-c3cccs3)c3ccccc23)CC1	i	i	-0.7	i	i	i	i	i	i	i	i
O=S(=O)(/N=C(/Nc1ccc(Cl)c(S(=O)(=O)Nc2ccccc2Cl)c1)c1ccc(F)cc1)c1ccccc1	i	i	26.8	i	i	i	i	i	i	i	i
CCOc1ccc(OCC)c(NC(=O)CSc2nc3c(c(=O)n(C)c(=O)n3C)n2C(C)C)c1	i	i	-0.4	i	i	i	i	i	i	i	i
COc1ccc(CCNC(=O)c2cc(C)oc2C)cc1OC	i	i	-4.4	i	i	i	i	i	i	i	i
CCOc1nc(SCCOc2ccc(C)cc2)nc(N(C)C)n1	i	/	/	i	/	i	/	i	i	/	/
COc1ccc(C(CC(=O)N2CCCC(C)C2)c2c(OC)cc(OC)c3c(-c4ccccc4)cc(=O)oc23)cc1 (stereo not given)	i	i	66.5*	i	i	i	i	i	i	i	i
COc1c(Cl)cc(Cl)cc1C(=O)Nc1ccc(C(=O)O)cc1	i	i	-7.3	i	i	i	i	i	i	i	i
Cc1ccc(C)c(C(=O)N2CCC(n3nccc3NC(=O)C3CC3)CC2)c1	i	i	-6.7	i	i	i	i	i	i	i	i
COc1ccccc1CC(=O)c1ccc(OCc2ccccc2)cc1	i	i	0.8	i	i	i	i	i	i	i	i
COc1cc2c(cc1OC)C(c1ccccc1)=NCC2	i	i	0.3	i	i	i	i	i	i	i	i
CCO[C@H]1OC(C(=O)N2CCCCCCC2)=C[C@@H](C2CCCCC2)[C@@H]1CCCO	i	i	3.0	i	i	i	i	i	i	i	i
(listing goes on)
SMILES	TMEM16A inh	TRPC6 activator	SKKanGAS inh	TMEM16A act	TRPC4 inh	MrgX1 antag	TRPC6 inhibitor	MrgX1 allo act	MrgX1 ag	TRPC4 PAM	TRPC4 act
CCC(C)(C)NC(=O)C1CCN(S(=O)(=O)c2cccs2)CC1	/	i	-1.0	i	i	/	i	/	/	i	i
CSCC(=O)Nc1ccc(F)c(Cl)c1	i	i	-12.4	i	i	i	i	i	i	i	i
Cc1ccnc(NC(=O)c2ccc(S(=O)(=O)N3CCCC3)cc2)c1	i	i	-2.7	i	i	i	i	i	i	i	i
C=CCn1cc(C(=O)N2CCN(CC)CC2)c(=O)c2cc(S(=O)(=O)N(CC)CC)ccc21	i	i	-1.2	i	i	i	i	i	i	i	i
O=S(=O)(c1ccc(OCC(O)CNCc2ccco2)c(Cl)c1)N1CCOCC1 (stereo not given)	i	i	2.6	i	i	i	i	i	i	i	i
O=[N+]([O-])c1cc(C(F)(F)F)ccc1N1CCCC(O)C1 (stereo not given)	i	i	-1.8	i	i	i	i	i	i	i	i
Cc1ccc(C)c(N(C(=O)c2nsc(Cl)c2Cl)C(C(=O)NC2CCCC2)c2ccc(O)cc2)c1 (stereo not given)	i	i	-7.9	i	i	i	i	i	i	i	i
COc1cccc(N2CCN(C(=S)Nc3ccccc3OC)CC2)c1	i	i	-6.3	i	i	i	i	i	i	i	i
Cc1cccc(C)c1NC(=O)NC1(C(=O)NCCN2CCOCC2)CCCCC1	i	i	3.9	i	i	i	i	i	i	i	i
O=C(Nc1ccc2c(c1)N(S(=O)(=O)c1cccs1)CCC2)c1c(F)cccc1F	i	i	-3.0	i	i	i	i	i	i	i	i
CC(Sc1n[nH]c(=O)[nH]c1=O)C(=O)OCc1ccccc1 (stereo not given)	i	i	1.7	i	i	i	i	i	i	i	i
CCc1nc(SCC(=O)Nc2ccc(N(C)C)cc2)c2ccccc2n1	i	i	17.6	i	i	i	i	i	i	i	i
COc1ccccc1CNS(=O)(=O)c1cc(-c2cc(C)no2)ccc1C(C)C	i	i	11.1	i	i	i	i	i	i	i	i
Cc1ccnc(NS(=O)(=O)c2ccc(NS(=O)(=O)Cc3ccccc3)cc2)n1	i	i	2.3	i	i	i	i	i	i	i	i
O=C(NC(c1ccc(Cl)cc1)c1cc(Cl)c2cccnc2c1O)c1cccnc1 (stereo not given)	i	i	112.5*	i	i	i	i	i	i	i	i
C/C=C\C=C\C(=O)N1CC2(CC(c3cccc(NC(=O)CC(c4ccccc4)c4ccccc4)c3)=NO2)C[C@H]1C(N)=O (stereo not given in full)	i	i	13.8	i	i	i	i	i	i	i	i
CC(C)OC(=O)/C(=C/c1ccco1)c1ccccc1	i	i	4.5	i	i	i	i	i	i	i	i
Cc1ccc(SCC(=O)c2cc(C)c(O)c(C)c2)cc1	i	i	0.9	i	i	i	i	i	i	i	i
CCOc1ccc(-c2cc(C(=O)N3CCN(c4ccccn4)CC3)c3ccccc3n2)cc1	i	i	17.8	i	i	i	i	i	i	i	i
